SENP8 block-1 – SENP8 protease inhibitors, primary screen, biochemical, luminescence; Sentrin-specific protease 8 (Homo sapiens), Q96LD8; purified SENP8, Z-RLRGG-aminoluciferin cleavage; inhibition, % at 10 µM; 330,000 compounds, 1.2% hits; AID 2540, 2010; in the data active = inhibition above about 50%
SENP1 FRET inh – human SENP1 catalytic domain inhibitors, primary screen, biochemical, FRET, uHTS; Sentrin-specific protease 1 (Homo sapiens), Q9P0U3; inhibition, % at 10 µM; recombinant SENP1 catalytic domain, CyPet-SUMO1-YPet FRET cleavage; AID 624204, 2012; 360,000 compounds, 0.21% hits;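 active = inhibition at least 30% at 10 µM, raw YFP signal under a set limit, fluorescence ratio 0.5 to 1.5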;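 also: 0% = enzyme with DMSO and 100% = no enzyme wells; some results filed as inactive read as strong as hits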
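Compound: 10 µM single point, 0.5% DMSO; Test system: hSENP1 catalytic domain, recombinant; Timing: 50 min reaction at room temperature; Technique: FRET, CFP and YFP emission; Control set: no-enzyme wells low, DMSO-plus-enzyme wells high control.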
UBC13 polyUb – UBC13 polyubiquitin chain formation inhibitors, primary screen, biochemical, TR-FRET, uHTS | inhibition, % at 20 µM | 330,000 compounds, 0.47% hits | Ubiquitin-conjugating enzyme E2 N (Homo sapiens), P61088; in the data active = inhibition above about 45%, passing the limit was not always enough
SENP8 block-2 – human SENP8 protease inhibitors, primary screen, biochemical, fluorescence, Nedd8 protein substrate, uHTS; Sentrin-specific protease 8 (Homo sapiens), Q96LD8; recombinant SENP8; inhibition, % at 20 µM; 360,000 compounds, 0.64% hits; AID 602440, 2012; in the data active = inhibition mostly above about 40%, no sharp cut-off; inactive = mostly below about 27%
SENP7 block – SENP7 protease inhibitors, primary screen, biochemical, luminescence, uHTS | inhibition, % at 5 µM | Sentrin-specific protease 7 (Homo sapiens), Q9BQF6 | recombinant SENP7, Z-RLRGG-aminoluciferin luminescence, 40 min | AID 434973, 2010 | 330,000 compounds, 1.5% hits;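 active = inhibition above about 50% at the single test dose, limit read from the data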;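 also: plate controls were DMSO with enzyme for no effect and no enzyme buffer wells for full effect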
SENP6 inh – SENP6 protease inhibitors, primary screen, biochemical, luminescence, uHTS. Sentrin-specific protease 6 (Homo sapiens), Q9GZR1. Recombinant SENP6 catalytic domain, aminoluciferin luminescence. inhibition, % at 10 µM. 330,000 compounds, 1.8% hits. AID 2599, 2010;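 active = inhibition above about 50% at the single tested dose, limit read from the data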;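 also: plate controls were DMSO wells with enzyme for no effect and DMSO wells lacking enzyme for full effect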
A3G deaminase – APOBEC3G DNA deaminase inhibitors, primary screen, biochemical, fluorescence, single-stranded DNA substrate, uHTS; 330,000 compounds, 0.28% hits; DNA dC->dU-editing enzyme APOBEC-3G (Homo sapiens), Q9HC16; recombinant A3G, ssDNA deamination FAM/TAMRA fluorescence; inhibition, % at 20 µM;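 active = inhibition of at least 40% at 20 µM, with no more than 30% in the related APOBEC3A deaminase screen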;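 also: plate controls were DMSO wells with A3G for no effect and wells lacking A3G enzyme for full effect; some compounds called inactive have numbers as strong as hits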
Apaf1 inhib – inhibitors of human Apaf-1 apoptosome, primary screen, biochemical, DEVD-Rh110 fluorescence, uHTS; Apoptotic protease-activating factor 1 (Homo sapiens), O14727; reconstituted apoptosome caspase-3 activity; inhibition, % at 20 µM; 330,000 compounds, 0.71% hits; AID 489030, 2010; active = inhibition of at least 40% at 20 µM;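 also: plate controls were DMSO wells for no effect and DEVD-CHO caspase inhibitor wells for full effect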
Target sequence (O14727 whole entry, looked up): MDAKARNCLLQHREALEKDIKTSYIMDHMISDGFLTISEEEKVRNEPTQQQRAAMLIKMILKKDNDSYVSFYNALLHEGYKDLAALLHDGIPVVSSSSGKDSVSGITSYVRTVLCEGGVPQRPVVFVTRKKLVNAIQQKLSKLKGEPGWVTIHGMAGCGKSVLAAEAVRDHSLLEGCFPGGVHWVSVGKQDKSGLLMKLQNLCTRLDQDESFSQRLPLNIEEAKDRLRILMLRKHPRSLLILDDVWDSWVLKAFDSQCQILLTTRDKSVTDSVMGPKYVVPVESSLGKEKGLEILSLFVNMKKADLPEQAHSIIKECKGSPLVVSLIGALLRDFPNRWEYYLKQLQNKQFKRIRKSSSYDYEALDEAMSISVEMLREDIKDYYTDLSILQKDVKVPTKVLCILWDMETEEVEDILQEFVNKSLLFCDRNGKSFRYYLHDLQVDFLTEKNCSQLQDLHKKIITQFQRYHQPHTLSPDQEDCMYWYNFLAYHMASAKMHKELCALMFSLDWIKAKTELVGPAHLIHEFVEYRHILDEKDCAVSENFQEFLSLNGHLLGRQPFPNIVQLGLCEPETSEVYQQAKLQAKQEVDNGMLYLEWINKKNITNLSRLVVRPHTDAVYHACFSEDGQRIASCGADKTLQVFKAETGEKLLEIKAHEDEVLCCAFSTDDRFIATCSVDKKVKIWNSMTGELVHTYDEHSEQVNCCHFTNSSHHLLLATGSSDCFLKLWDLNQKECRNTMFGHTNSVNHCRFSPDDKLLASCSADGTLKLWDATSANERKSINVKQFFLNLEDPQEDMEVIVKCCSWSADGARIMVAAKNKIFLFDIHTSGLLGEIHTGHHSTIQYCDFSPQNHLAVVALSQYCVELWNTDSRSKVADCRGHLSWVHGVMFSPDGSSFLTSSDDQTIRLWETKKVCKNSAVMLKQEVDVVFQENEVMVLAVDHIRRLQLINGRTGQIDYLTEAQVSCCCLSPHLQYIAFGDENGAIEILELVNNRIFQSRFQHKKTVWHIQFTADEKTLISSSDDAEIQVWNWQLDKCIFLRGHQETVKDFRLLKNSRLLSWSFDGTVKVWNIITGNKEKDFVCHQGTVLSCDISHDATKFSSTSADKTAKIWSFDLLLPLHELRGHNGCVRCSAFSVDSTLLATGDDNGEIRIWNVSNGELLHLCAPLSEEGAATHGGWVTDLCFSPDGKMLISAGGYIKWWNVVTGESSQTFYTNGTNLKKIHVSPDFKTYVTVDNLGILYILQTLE
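Material: biochemical Apaf-1 apoptosome reconstitution. Medium: Hepes buffer, pH 7.5. Also added: cytochrome c activation, bis-DEVD rhodamine 110 substrate. Timing: 30 min compound preincubation, 50 min activation, room temperature. Measured by: rhodamine 110 fluorescence at Ex 480/Em 540 nm.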
Starred values were filed as active, the others as inactive; nt = no result given. The order is random. Share with any hit: about 3.6%.

SMILES | SENP8 block-1 | SENP1 FRET inh | UBC13 polyUb | SENP8 block-2 | SENP7 block | SENP6 inh | A3G deaminase | Apaf1 inhib
COc1cccc(NC(=O)C(NC2CCCC2)c2ccccc2)c1 (configuration not stated) | -5 | -2 | 0 | 18 | -4 | -26 | -8 | 14
Cc1cc(C)n(Cc2ccccc2F)c(=O)c1C#N | -9 | -2 | -1 | -41 | -18 | -9 | -15 | 11
O=C(/C(=N/O)n1cncn1)c1ccccc1Cl | -19 | 5 | -1 | -2 | 5 | -20 | 14 | 6
O=C(O)CC1(CC(=O)NCc2ccccn2)CCCCC1 | 7 | -2 | 1 | 0 | -1 | 7 | -6 | -25
O=C(O)CCn1ccc2cc(S(=O)(=O)N3CCCCCC3)ccc21 | -10 | 3 | -10 | 0 | -12 | 3 | -6 | 1
CCSc1nnc(NC(=O)C2CSC3(C)CCC(=O)N23)s1 (configuration not stated) | 8 | -1 | 4 | 14 | 6 | 0 | -4 | -9
Cc1ccc(-c2nn(Cc3ccccc3)cc2C(=O)N2CCN(c3ccccn3)CC2)cc1 | 7 | 4 | 13 | -11 | 13 | -11 | 3 | 20
O=c1c2ccccc2ncn1CCCOc1ccccc1[N+](=O)[O-] | -13 | 1 | -9 | 10 | -14 | -22 | -7 | -14
COCCN=c1scc(-c2ccccc2)n1/N=C/c1c[nH]c2ccccc12 | -14 | 0 | 0 | -5 | -7 | -16 | -8 | 13
CCN(CC)CC(=O)c1c(N)n(Cc2ccccc2)c(=O)n(C)c1=O | 7 | -6 | -6 | 18 | 2 | 11 | 0 | -3
CC(C)[C@H](NC(=O)c1cccc(S(=O)(=O)N2CCOCC2)c1)C(=O)NCc1ccc(F)cc1 | -11 | -1 | -10 | 3 | -1 | 1 | -2 | 2
N#C/C(=C\c1cccc2ccccc12)c1nn(-c2ccccc2)c(N)c1C#N | 8 | nt | 0 | nt | 3 | -4 | -9 | 1
Cc1cccn2c(CNC3CCCc4ccccc43)c(C(=O)N3CCOCC3)nc12 (configuration not stated) | 3 | -9 | 3 | -30 | 4 | -3 | -9 | -22
Cc1onc(-c2c(F)cccc2Cl)c1C(=O)N1CCOC12CCCCC2 | 2 | 1 | -5 | 9 | -1 | 1 | -1 | 9
Cc1ccccc1Nc1cccc2nonc12 | -6 | -31 | -19 | 45* | 2 | 1 | -7 | 27
COC(=O)C1=C(N)Oc2cc(C)n(CC3CCCO3)c(=O)c2C1c1ccc(Cl)cc1 (configuration not stated) | -7 | 1 | -3 | 24 | -3 | -8 | -4 | 16
Cc1cc(/C=N\NC(=O)CC(=O)NC2CCCCC2)c(C)n1-c1ccc(Cl)c(Cl)c1 | -7 | -6 | -10 | 5 | -1 | -17 | -7 | 17
Cc1ccccc1NC(=O)c1c([N+](=O)[O-])cnn1C | -10 | 1 | -10 | 8 | 4 | -6 | -2 | 4
Cc1ccc(OCCN2CCOCC2)cc1C | 2 | 0 | 4 | 16 | -2 | 0 | -5 | -11
O=C(COc1cccnc1[N+](=O)[O-])NCc1ccc2c(c1)OCO2 | -7 | 0 | -21 | 21 | -4 | -12 | -1 | -12
Cc1ccc2nc3c(c(Nc4ccc(O)cc4)c2c1)CCC3 | 3 | 2 | 12 | 26 | 0 | 9 | -2 | 4
Cc1ccc(S(=O)(=O)NCC(=O)OCC(=O)c2ccc(Cl)s2)cc1 | -5 | 1 | -6 | -5 | 10 | -5 | -9 | -2
CC(C)CN(CC(C)C)C(=O)C12CCC(C)(C(=O)C1)C2(C)C (configuration not stated) | -5 | 2 | 3 | 31 | 8 | -5 | 2 | 3
C=Cc1ccc(C2=CC(=O)C[C@H](c3ccc(OC)cc3)C2)cc1 | -16 | 1 | -6 | 5 | -10 | -25 | -16 | 26
Cc1ccc2c(Cl)cc(Cl)c(OCC(=O)N(C(C)C)C(C)C)c2n1 | 0 | -2 | -3 | 0 | 8 | -16 | 8 | 16
Cc1nnc(SCc2cccc([N+](=O)[O-])c2)o1 | 4 | -14 | 0 | 7 | 4 | 5 | -7 | 2
O=C(NN=C1CCCC1)c1ccc([N+](=O)[O-])cc1 | -8 | 2 | -5 | 2 | -10 | 4 | -5 | 15
CC(NC(=O)c1ccc2c(c1)OCO2)C(c1cccs1)N1CCOCC1 (configuration not stated) | -5 | -1 | 7 | 10 | -3 | -3 | -6 | -19
O=C(COc1ccccc1Cl)N1CCNC1=O | -11 | 3 | 3 | 5 | 12 | -18 | -9 | 0
Cc1cc(C)nc(SCCC(=O)Nc2ccccc2)n1 | -8 | 0 | 6 | -1 | -7 | -9 | -7 | -25

Rewritten with two lines to a compound: part of the list above.
Values in the order: SENP8 block-1	SENP1 FRET inh	UBC13 polyUb	SENP8 block-2	SENP7 block	SENP6 inh	A3G deaminase	Apaf1 inhib
CC(NC(=O)c1ccc2c(c1)OCO2)C(c1cccs1)N1CCOCC1 (configuration not stated)
→ -5	-1	7	10	-3	-3	-6	-19
Cc1ccc2c(Cl)cc(Cl)c(OCC(=O)N(C(C)C)C(C)C)c2n1
→ 0	-2	-3	0	8	-16	8	16

The listing continues:
SMILES | SENP8 block-1 | SENP1 FRET inh | UBC13 polyUb | SENP8 block-2 | SENP7 block | SENP6 inh | A3G deaminase | Apaf1 inhib
Cc1ccc(NC(=O)NC(=O)N(C2CCCCC2)S(=O)(=O)c2ccccc2)cc1 | -5 | 2 | 6 | 9 | -2 | 1 | -7 | 6
Cc1cc(NC(=O)COC(=O)COc2ccc3c(c2)CCC3)no1 | -6 | 4 | 5 | 17 | -1 | 8 | -3 | 2
COc1ccccc1NC(=O)C(C/C=C(\C)Cl)C(C)=O (configuration not stated) | -8 | 3 | 10 | 9 | -3 | 1 | -4 | -7
Cc1cc(C)cc(C(=O)N2CCCCCC2)c1 | -6 | 2 | -9 | 5 | -14 | -2 | -3 | -1
Cc1ccc(C(=O)C2=C(O)C(=O)N(CCCN3CCOCC3)C23C(=O)N(C)c2ccccc23)o1 (configuration not stated) | -10 | -1 | -8 | 13 | 0 | -1 | 0 | 3
Cc1ccc(NC(=O)COc2ccc(-c3nnco3)cc2)cc1S(=O)(=O)N1CCOCC1 | 4 | -1 | 5 | 27 | 0 | -23 | -5 | -26
C=C(C)CNC(=S)N/N=C\c1ccc2c(c1)OCO2 | 0 | 1 | -7 | 8 | 8 | -1 | -7 | -1
O=c1oc2ccccc2c(Nc2ccccc2)c1[N+](=O)[O-] | 0 | 0 | 8 | 25 | 3 | -17 | -5 | -1
COc1ccc(S(=O)(=O)N2CCOCC2)cc1NC(=O)COC(=O)C1COc2ccccc2O1 (configuration not stated) | -8 | 3 | -4 | -25 | -2 | -5 | -3 | 7
COc1cc(NC(=O)c2cc(C)no2)cc(OC)c1OC | -4 | 1 | 5 | 24 | 5 | 5 | 2 | 5
COc1ccccc1CNc1cc(CSc2ccc(Cl)cc2)nc(C)n1 | -7 | 2 | 2 | 10 | 9 | -1 | -4 | 16
COc1ccc(CNC(=O)C2CCN(S(C)(=O)=O)CC2)cc1 | 1 | 2 | -1 | 12 | 1 | 9 | -3 | -18
N#Cc1c(-c2ccccc2)oc(=O)c2ccccc12 | 11 | -68 | 20 | -24 | 3 | 1 | -3 | 3
Cn1c(SCC(=O)NC2CCCC2)nnc1-c1ccncc1 | 6 | 1 | -8 | 8 | 11 | -9 | -1 | -16
COc1cccc(CN(C)C(=O)c2cc(-c3ccc(OC)c(OC)c3)nc3ccccc23)c1 | -4 | -1 | 7 | -418 | 11 | -12 | -8 | 20
COc1cccc(COC(=O)CSCC(=O)Nc2cccc(C)c2)c1OC | -5 | 1 | 1 | 12 | -3 | -14 | -6 | 9
O=C(O)Cc1ccc(NC(=O)c2cnccn2)cc1 | -2 | 3 | 1 | 12 | 1 | 2 | 0 | -4
Cc1cc(C(=O)N2CCc3ccccc32)n(-c2ccccc2)n1 | -2 | 1 | 6 | 21 | -2 | -3 | 8 | 6
CN(Cc1ccccc1)S(=O)(=O)c1ccc(Cl)c(C(=O)O)c1 | -1 | 0 | 3 | 9 | 5 | 17 | -2 | -13
CCCOC(=O)CCc1n[nH]c(=O)[nH]c1=O | -5 | 2 | 1 | 12 | -6 | -2 | -5 | 0

A second format for part of the listing above:
SMILES,SENP8 block-1,SENP1 FRET inh,UBC13 polyUb,SENP8 block-2,SENP7 block,SENP6 inh,A3G deaminase,Apaf1 inhib
COc1ccccc1CNc1cc(CSc2ccc(Cl)cc2)nc(C)n1,-7,2,2,10,9,-1,-4,16
COc1ccc(CNC(=O)C2CCN(S(C)(=O)=O)CC2)cc1,1,2,-1,12,1,9,-3,-18
N#Cc1c(-c2ccccc2)oc(=O)c2ccccc12,11,-68,20,-24,3,1,-3,3

Further structures follow:
SMILES | SENP8 block-1 | SENP1 FRET inh | UBC13 polyUb | SENP8 block-2 | SENP7 block | SENP6 inh | A3G deaminase | Apaf1 inhib
CCC(Sc1nnc(C)s1)C(=O)Nc1nccs1 (configuration not stated) | 1 | 3 | 6 | 21 | 3 | 4 | 0 | 13
CC(C(=O)NCCc1ccccc1)N1c2cccc3cccc(c23)S1(=O)=O (configuration not stated) | 5 | 0 | 2 | -362 | -1 | 4 | 1 | 10
Cc1nc(C(=O)NCc2ccccc2)sc1C1(C)CC(c2ccccc2)=NO1 (configuration not stated) | -18 | 2 | 6 | 17 | 7 | -22 | -9 | 13
COc1ccc(CNc2nc3c(c(=O)[nH]c(=O)n3C)n2Cc2ccccc2C)cc1 | 7 | 2 | 4 | -3 | -2 | 4 | -6 | 2
COC(=O)CS(=O)(=O)c1ccsc1C(=O)Nc1ccc(F)cc1 | 1 | 2 | 5 | -20 | 2 | -9 | -5 | -9
CCCOc1ccc(C2C(C(=O)c3ccc(C)o3)=C(O)C(=O)N2CCCn2ccnc2)cc1 (configuration not stated) | -4 | -2 | -59 | -70 | -1 | -12 | -3 | 16
COc1ccc(OCC(=O)N2CCC(n3nccc3NC(=O)C3CC3)CC2)cc1 | 10 | 0 | 1 | 0 | 1 | 9 | 0 | 7
COc1ccc(CC(=O)OCC(=O)Nc2cccc(Cl)c2)cc1 | 6 | 8 | -8 | 9 | -2 | -6 | -2 | -1
CCOC(=O)NCc1cc(-c2nn(C)c(=O)c3ccccc23)ccc1C | -1 | -1 | -2 | 15 | -5 | -15 | -6 | 4
CCOC(=O)N1CCC(NC(=O)c2cc(S(=O)(=O)NCCc3ccccc3)ccc2F)CC1 | -2 | 0 | 8 | 19 | -2 | -11 | 4 | -1
CCOC(=O)c1c(NC(=O)c2ccco2)sc(C(=O)N2CCCC2)c1C | -8 | 0 | 1 | -285 | -8 | -4 | -3 | 3
C=CCCCCCCCCC(=O)NN | -10 | -1 | 2 | -2 | 4 | -12 | 0 | -12
COC(=O)Oc1nsnc1N1CCOCC1 | 2 | -1 | -1 | 13 | -3 | 6 | 23 | 0
Cc1ccc(Nc2nnc(SCC(=O)c3cc4ccccc4o3)s2)cc1C | -13 | -5 | -10 | -2 | -8 | -7 | -9 | 6
CCC(CC)C(=O)Nc1cccc(C(=O)N2CCCC2)c1 | -17 | 2 | -4 | 10 | 12 | -6 | -3 | -26
COc1ccc(S(=O)(=O)Cc2ccc(C(=O)N3CCN(c4cccc(C)c4)C(C)C3)o2)cc1 (configuration not stated) | -5 | 5 | 2 | 2 | 3 | 11 | -1 | 18
